# From PubChem
# PP1 inh = PP1-alpha (human) inhibition in PP5 counter-screen. P62136. purified PP1alpha, OMFP fluorescence. inhibition, % at 6.7 µM. actives 0.9% (n = 320,000). AID 2235;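 active means inhibition above the mean inhibition of all tested compounds plus 3 SD, computed separately for each screening campaign, cut at about 15% in these data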
# Target sequence (P62136 whole entry, looked up): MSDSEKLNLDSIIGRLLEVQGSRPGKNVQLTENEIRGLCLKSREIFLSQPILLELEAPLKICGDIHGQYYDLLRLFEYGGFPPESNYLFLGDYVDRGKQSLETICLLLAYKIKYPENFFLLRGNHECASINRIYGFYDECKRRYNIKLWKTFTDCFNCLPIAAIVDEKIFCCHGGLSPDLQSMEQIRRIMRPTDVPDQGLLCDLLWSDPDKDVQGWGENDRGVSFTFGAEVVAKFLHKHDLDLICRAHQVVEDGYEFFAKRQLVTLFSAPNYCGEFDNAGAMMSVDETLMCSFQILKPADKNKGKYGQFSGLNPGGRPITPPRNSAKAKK
# PP5 inh = blocks human protein phosphatase 5 activity; P53041; actives 0.18% (n = 320,000); purified PP5c, OMFP substrate fluorescence; AID 1987; inhibition, % at 6.7 µM;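 active means inhibition above the campaign's mean inhibition across all tested compounds plus 3 SD, cut at about 9.5% in these data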;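 further: 0% = DMSO only and 100% = 100 µM cantharidin control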
# Efflux pump inh = antifungal efflux pump inhibition, Nile Red retention; AID 485275; S. cerevisiae Candida pump triplex; actives 0.44% (n = 330,000); inhibition, % at 10 µM;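 active means plate passing quality check with inhibition over a set limit, or well fluorescence over plate mean plus 4 SD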;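 further: Nile Red retained in pooled yeast measured as flow cytometry median fluorescence; 0% = buffer negative control and 100% = Enniatin B positive control; higher means more Nile Red kept so more efflux inhibition; some compounds called inactive have numbers as strong as hits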
# procasp7 counter = counter-screen for procaspase-3 activators: activators of human procaspase-7 | recombinant procaspase-7, Ac-DEVD-pNA absorbance 405 nm; D23A/D198A/D206A triple mutant, cannot self-cleave; scale: DMSO 0, 5 µM enzyme 100 | P55210 | actives 0.093% (n = 330,000) | activation, % at 8.5 µM;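 active means percent activation above the screen-wide mean plus 3 SD, cut at about 25% in these data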
# Target sequence (P55210 whole entry D23A/D198A/D206A): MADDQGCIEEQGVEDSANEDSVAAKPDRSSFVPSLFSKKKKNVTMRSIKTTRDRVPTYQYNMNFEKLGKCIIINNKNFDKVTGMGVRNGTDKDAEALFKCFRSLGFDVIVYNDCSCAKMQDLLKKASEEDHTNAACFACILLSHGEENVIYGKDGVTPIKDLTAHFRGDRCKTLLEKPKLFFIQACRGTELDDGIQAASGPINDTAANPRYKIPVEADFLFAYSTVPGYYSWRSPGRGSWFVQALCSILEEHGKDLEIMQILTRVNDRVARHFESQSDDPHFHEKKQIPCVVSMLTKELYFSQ
#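 buffer or medium = Zinc-free HEPES/NaCl buffer, pH 7.4 | material = Procaspase-7 triple mutant (PC-7 D3A) | input = 2 µM procaspase-7 mutant as dispensed | signal = Epi-absorbance of released pNA at 405 nm, two timepoints | timing = 1 h preincubation, 2 h reaction | replicates = singlicate compound testing | evaluation = % activation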
# proCasp3 act = activators of human procaspase-3; P42574; recombinant procaspase-3 D3A, Ac-DEVD-pNA absorbance 405 nm; activation, % at 8.5 µM; actives 0.11% (n = 330,000);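 active means activation above the mean of all tested compounds plus 3 SD, cut at about 21% in these data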;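 further: 0% = DMSO alone and 100% = DMSO wells spiked with extra 5 µM PC-3 D3A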
#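 assay system = Procaspase-3 D3A mutant | signal = absorbance at 405 nm, 0 and 120 min | times = 1 h preincubation plus 2 h reaction at 25 °C | repeats = single replicate | read-out = % activation between DMSO and enzyme-spiked controls | medium = Zinc-free HEPES saline buffer with Triton X-100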
# GASC-1 inh = human JMJD2C demethylase inhibition; GST-JMJD2C(1-420) H3K9me3 demethylation, DELFIA europium; Q9H3R0; inhibition, % at 2.35 µM; actives 0.069% (n = 330,000);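 active means more than half of a compound's replicate wells show inhibition beyond 50%, single wells judged on their own value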;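 further: signal counts dimethyl H3K9 product captured on neutravidin plate; 0% = median of DMSO wells and 100% = 0.3 times that DMSO median; strong numbers were not always called active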
# Target sequence (Q9H3R0 1-420 limits assumed): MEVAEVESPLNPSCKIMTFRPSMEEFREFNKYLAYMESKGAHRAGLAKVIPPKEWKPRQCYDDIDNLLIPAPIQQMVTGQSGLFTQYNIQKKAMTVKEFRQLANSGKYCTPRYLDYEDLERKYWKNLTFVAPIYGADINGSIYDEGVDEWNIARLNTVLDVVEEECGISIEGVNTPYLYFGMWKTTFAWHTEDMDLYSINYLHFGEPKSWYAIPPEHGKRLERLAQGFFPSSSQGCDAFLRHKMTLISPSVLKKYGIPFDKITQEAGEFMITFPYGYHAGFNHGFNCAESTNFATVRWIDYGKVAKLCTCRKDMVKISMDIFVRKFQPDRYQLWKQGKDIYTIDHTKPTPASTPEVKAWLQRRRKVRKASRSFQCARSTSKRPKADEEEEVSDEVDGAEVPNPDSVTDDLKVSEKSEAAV
# CTSL1 counter = counter-screen for PFM18AAP inhibitors: inhibitors of F. hepatica cathepsin L1 | recombinant F. hepatica cathepsin L1, Z-Leu-Arg-MCA fluorescence | inhibition, % at 5.96 µM | actives 0.49% (n = 300,000);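 active means inhibition above the mean of all tested compounds plus 3 SD, set per screening campaign, cut at about 17% in these data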;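 further: 0% = plate median of test compound wells and 100% = 1 µM Z-Phe-Ala-diazomethylketone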
# TPT1 inhibitor = C. albicans TPT1 enzyme inhibition. recombinant caTPT1, FP RNA substrate dephosphorylation. inhibition, % at 5 µM. actives 0.81% (n = 300,000);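 active means inhibition above the mean of all tested compounds plus 3 SD, set per screening campaign, cut at about 24% in these data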;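 further: plate controls were DMSO alone for no effect and ferristatin control at 100 nM for full effect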
# HCV core dimer = blocks dimerization of HCV core protein; AID 1899; inhibition, % at 5 µM; TR-FRET GST/Flag-core106 dimerization, 1536-well; actives 0.33% (n = 300,000);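 active means inhibition above the mean of all tested compounds plus 3 SD, set per screening campaign, cut at about 45% in these data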
#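 System: GST-tagged and Flag-tagged HCV core protein residues 1-106 / Input: core106 proteins, GST 13.5 nM and Flag 17 nM / Buffer or medium: KF-containing HEPES buffer, pH 7.45, DTT, CHAPS, BSA / Probe or stimulus: Eu-anti-GST and XL665-anti-Flag labelled anti-tag antibodies / Schedule: 4 h, 22.5 °C incubation / Technique: TR-FRET 671 and 617 nm emission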
# The depositor's hits bear a star; . = not tested or not shown.
Molecule,PP1 inh,PP5 inh,Efflux pump inh,procasp7 counter,proCasp3 act,GASC-1 inh,CTSL1 counter,TPT1 inhibitor,HCV core dimer
O=C(Nc1ccc(Nc2ccccc2)cc1)c1cccc(F)c1,-1,9.8*,0.4,-6,4,3,-1,0,-24
O=C(COc1ccc2c3c(c(=O)oc2c1)CCC3)N[C@@H](Cc1ccccc1)C(=O)O,-3,2.0,0.0,5,8,3,1,0,1
CN(C)CCCNC(NC(=O)c1cccs1)C(Cl)(Cl)Cl (configuration not stated),-3,-2.8,-0.1,3,6,4,-3,0,4
Cc1ccc(-c2nnc(C)c(N3CCOCC3)n2)cc1,0,0.7,-0.1,3,-5,1,-2,3,-6
CCOC(=O)c1ccccc1NC(=O)COC(=O)C1CCCC1,-7,2.8,0.0,5,-2,-14,-1,2,2
C=CCCCCCCCCC(=O)Nc1ncccn1,2,4.3,0.4,1,-5,-6,-4,1,5
COc1ccccc1C/C(N)=N/OC(=O)/C=C/c1ccccc1,-4,1.9,0.0,13,-3,4,-17,2,7
COc1ccc(N(C(=O)c2ccncc2)S(=O)(=O)c2ccccc2)cc1,-2,2.3,-0.1,8,15,2,-2,-5,6
COc1ccc(CC(=O)NNC(=O)c2c(-c3ccccc3Cl)noc2C)cc1OC,-5,0.2,-0.1,4,0,4,-2,-2,-2
Cc1nn(CC(=O)N(CC(C)C)C2CCS(=O)(=O)C2)c(C)c1[N+](=O)[O-] (configuration not stated),.,.,0.0,-2,8,-7,.,.,.
CCCC(=O)N=C1SC2CS(=O)(=O)CC2N1c1ccc(CC)cc1 (configuration not stated),-2,1.4,-0.1,14,-4,-20,-3,-1,-2
O=C(COC(=O)C1CCC1)NCc1ccccc1Cl,1,-0.5,0.6,0,-6,-4,-12,-1,1
COc1ccc(S(=O)(=O)N(C)C)cc1NC(=O)CSC(C)C(=O)Nc1cc(C)on1 (configuration not stated),1,1.0,-0.2,15,8,9,.,.,.
COc1cc(S(=O)(=O)Nc2ccccc2C)ccc1Cl,-1,2.2,0.0,-6,4,7,0,1,-2
Cn1nc(C(=O)OCC(=O)Nc2ccc3ccccc3c2)c2ccccc2c1=O,-1,2.0,0.2,6,6,2,-5,-1,2
N/C(Cc1ccc(Cl)cc1Cl)=N\OC(=O)c1ccc(Br)o1,-3,1.3,0.1,6,-3,15,-18,-4,1
Cc1c(C(=O)Nc2ccncc2)oc2ccccc12,0,1.5,-0.1,3,1,-16,3,3,-15
Cc1ccc(SC(C)C(=O)Nc2cccnc2)cc1 (configuration not stated),-2,1.8,-0.1,13,7,-4,-1,-2,-1
COc1ccc(CCCNC(=O)C2CCC(=O)N(CCCN3CCCC3=O)C2)cc1 (configuration not stated),-4,-1.2,0.1,-3,3,0,0,0,4
Cc1cc(NC(=O)CSc2nnc(Cc3ccccc3)n2C)no1,-1,1.6,0.0,13,-2,2,0,2,-3
Cc1nn(Cc2ccc(Cl)cc2Cl)c(Cl)c1/C=C/C(=O)OCC(=O)NCC(F)(F)F,3,5.4,-0.1,2,7,0,1,-1,4
CCOC(=O)CSc1nnc(Cn2c(=O)sc3ccccc32)n1-c1ccccc1C,2,1.2,0.1,6,10,18,0,1,-4
CCC1(NC(C)=O)CC2CC1CC2NC(C)=O (configuration not stated),-3,1.8,-0.1,0,4,-24,0,-4,6
COc1cccc(N2CCN(C(=O)c3cc(-c4ccccc4)nc4c3cnn4C(C)C)CC2)c1,.,.,0.1,2,-1,13,.,.,.
Cc1ccc(/C=N/NC(=S)NC(C)C)o1,-4,-1.0,0.2,-1,-14,-6,9,23,-2
CNC(=O)C1Cc2ccccc2CN1S(=O)(=O)c1cccs1 (configuration not stated),-1,-2.9,-0.2,1,1,6,1,-3,0
O=C(Nc1ccc(Br)cc1)c1ccccc1Br,-3,1.8,0.7,2,13,3,-7,0,1
Cc1cc(C)n(-c2ccc(C(=O)Nc3ccc(C)c(S(=O)(=O)N4CCOCC4)c3)cc2)n1,1,2.4,0.0,5,-2,10,1,0,9
O=C(O)C1C2CCC(C2)C1C(=O)NCCC1=CCCCC1 (configuration not stated),1,0.0,0.1,12,2,12,-2,-1,2
c1ccc(N2CCN(c3c4c(nc5ncnn35)CCC4)CC2)cc1,0,-1.3,0.2,7,-1,-9,1,0,5
O=C(N/N=C/c1ccsc1)c1cc2ccccc2o1,-3,-1.8,-0.4,4,1,7,9,-3,5
COc1ccc(N2C(=O)S[C@@H]3CS(=O)(=O)C[C@@H]32)cc1,0,0.6,0.0,3,-3,18,2,-4,-11
CC[C@H]1CN2CCc3cc(OC)c(OC)cc3C2C[C@@H]1C[C@H]1NCCc2cc(OC)c(OC)cc21 (some centres not stated),1,0.0,-0.1,12,5,.,-4,-1,7
COC(=O)c1sc(S(=O)(=O)N2CCCCC2)c(C(=O)OC)c1C,0,1.0,-0.1,9,6,13,-1,-4,-2
COc1cc(/C=N/NC(=O)c2ccc3c(c2)OCCO3)cc(Cl)c1O,-3,1.4,0.5,-6,-2,24,5,3,-34
NC(=O)c1cc(C(=O)Cc2ccccc2)c[nH]1,0,-0.5,0.3,10,2,3,-2,2,-6
N#CCSc1nc2sc3c(c2c(=O)n1C1CCCCC1)CCCC3,1,1.5,0.0,-8,-3,27,-4,3,-1
CCc1cc(Br)ccc1NC(=O)C1CCCO1 (configuration not stated),-7,1.2,0.0,-5,14,-2,0,1,-1
CC(C)Oc1ccc(CNC(=S)N/N=C/c2cccnc2)cc1,4,3.2,-0.1,8,0,10,0,-3,3
COc1ccc(-n2c(COc3cccc4ccccc34)nnc2SC(C)C(=O)O)cc1 (configuration not stated),2,-0.3,0.1,1,8,-2,1,-1,13
CCOC(=O)c1ccccc1NS(=O)(=O)c1ccc(S(=O)(=O)N2CCCC2)cc1,-3,2.5,-0.1,-3,1,5,-1,-4,6
CCN(C(=O)COC(=O)c1ccccc1NC(=O)c1ccco1)C1CCS(=O)(=O)C1 (configuration not stated),-3,1.6,0.0,2,4,0,-4,-4,-2
CCc1noc(C)c1C(=O)OCC(=O)NCc1ccccc1OC,-2,1.4,0.0,-1,-2,-4,.,.,.
O=C(N/N=C/c1ccco1)C1(O)c2ccccc2-c2ccccc21,-3,0.4,0.1,6,0,-1,-2,-1,0
O=C(NC(c1ccccc1)c1ccccc1)C1CCCO1 (configuration not stated),-1,-1.7,0.0,4,4,-8,7,1,4
Cc1cc(N)ccc1NC(=O)CN1CCCC1,2,-0.3,0.2,-11,2,34,0,0,-2
CCN(CC)CCn1c(=S)[nH]c2cc(C(=O)N3CC(C)CC(C)C3)ccc2c1=O (configuration not stated),0,0.5,0.1,-9,1,4,-1,-1,-3
O=C(CSc1nnc(-c2ccco2)o1)Nc1c(F)cccc1F,1,5.2,-0.3,1,0,-5,.,.,.
CC(Sc1ccccc1)C(=O)Nc1ccc(N2CCOCC2)cc1 (configuration not stated),-2,1.4,0.0,-1,-5,2,-1,0,-10
Cc1ccc(S(=O)(=O)NCC(=O)OCC(=O)N(Cc2ccccc2)C(C)(C)C)cc1,0,-3.1,-8.3,-5,-1,4,-40,-2,-6

# Compounds listed so far that have an NH in an aromatic ring:
Molecule,PP1 inh,PP5 inh,Efflux pump inh,procasp7 counter,proCasp3 act,GASC-1 inh,CTSL1 counter,TPT1 inhibitor,HCV core dimer
NC(=O)c1cc(C(=O)Cc2ccccc2)c[nH]1,0,-0.5,0.3,10,2,3,-2,2,-6
CCN(CC)CCn1c(=S)[nH]c2cc(C(=O)N3CC(C)CC(C)C3)ccc2c1=O (configuration not stated),0,0.5,0.1,-9,1,4,-1,-1,-3

# Following part:
Molecule,PP1 inh,PP5 inh,Efflux pump inh,procasp7 counter,proCasp3 act,GASC-1 inh,CTSL1 counter,TPT1 inhibitor,HCV core dimer
O=C(Nc1ccc2cn[nH]c2c1)c1ccc(S(=O)(=O)N2CCOCC2)cc1,-4,0.3,-0.1,6,4,-6,4,-1,-2
O=C(O)c1ccc(/C=N/Nc2ncc(C(F)(F)F)cc2Cl)cc1,-4,-0.1,-0.1,2,-2,17,5,-3,-3
COc1ccc(Cl)cc1N1C(=O)CC(N2CCc3ccccc32)C1=O (configuration not stated),1,-0.8,0.0,5,-1,23,5,4,19
O=C(Nc1ccc(S(=O)(=O)N2CCOCC2)cc1)C1CC1,-1,-0.1,-0.2,-6,-1,12,1,-2,11
COc1cc2c(C(=O)N3CCN(Cc4ccc5c(c4)OCO5)CC3)cn(C)c(=O)c2cc1OC,-2,0.7,-0.7,-13,0,7,9,-3,-1
CCCCn1c(N)c(N(CC(C)C)C(=O)C2=COCCO2)c(=O)[nH]c1=O,-3,2.4,0.0,-7,13,6,.,.,.
OCCC1CN(Cc2ccc3nsnc3c2)CCN1C1CCCCC1 (configuration not stated),-3,0.6,0.2,3,5,-4,3,-2,-3
CCN1CCCC1CN=Cc1c(O)n(-c2ccccc2)c(=O)c2ccccc12 (configuration not stated),-1,1.4,-0.1,3,0,-14,1,4,-8
CCOc1ccc(N2CCc3c(C)nc(SC)nc32)cc1,-1,0.4,-0.2,4,1,3,1,-1,2
CC(Sc1ccccc1)C(=O)NCCc1ccccc1 (configuration not stated),-1,1.8,-0.1,-3,-3,-5,2,-4,-13
CCOC(=O)c1[nH]c(C)c(/C(O)=C2\C(=O)C(=O)N(CCCN(C)C)C2c2cccnc2)c1C (configuration not stated),5,2.5,0.2,8,1,4,-2,4,-2
CC1CCN(C(=O)/C(=C/c2ccccc2Cl)c2ccccc2)CC1,5,1.9,0.0,3,5,8,2,-2,4
O=c1cc(CSc2ccccc2)nc(-c2ccncc2)[nH]1,-3,1.7,0.2,-5,-6,-3,0,0,-6
CCOC(=O)[C@H]1[C@H]2COc3ccc(Br)cc3[C@@H]2N2C(=O)c3cc(OC)c(OC)cc3NC(=O)[C@@]12C,0,2.1,.,3,-3,-6,4,0,5
NNC(=O)Cn1c(-c2nonc2N)nc2ccccc21,11,1.5,-0.1,-12,-4,-1,-3,-3,-3
Cc1cc(=O)oc2cc(OC(C)C(=O)Nc3ccc(N4CCCCC4)cc3)ccc12 (configuration not stated),10,3.9,0.0,-1,4,17,1,2,8
CC(C)(C)C(=O)N(Cc1nc2ccccc2c(=O)[nH]1)Cc1cccs1,-1,2.2,-0.1,10,-6,-9,-2,2,-2
O=c1[nH]n(CC2COC3(CCCCC3)O2)c(=O)c2ccccc12 (configuration not stated),2,1.8,-0.1,-4,-4,-8,0,0,0
CCn1cc(C(=O)NCCN(CC(C)C)CC(C)C)c(=O)c2cc(S(=O)(=O)N3CCOCC3)ccc21,2,-3.3,0.1,-4,1,-16,-4,0,3
